Compound activity from PubChem BioAssay.
HT1080 IDH1KD tx – qHTS for induction of synthetic lethality in tumor cells producing 2HG: qHTS for the HT-1080-IDH1KD cell line | HT-1080 IDH1 knockdown viability, ATP luminescence, 48 h | Potency, µM (titrated, usually from 46.1 µM), for inactives: at the highest dose activity, negative = toxicity, actives largely listed as cytotoxic | 2% of 360,000 active;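 note: potency is the fitted concentration of half-maximal effect; 0% = DMSO wells and -100% = cell-free medium wells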
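Cytotoxicity counter-line: IDH1KD HT-1080, 48 h, CellTiter-Glo. Curves classed by r2, magnitude and activity.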
HepG2 viability – qHTS for Inhibitors of TGF-b: Cytotox Counterscreen; HepG2 CAGA-GFP viability, ATP luminescence, 18 h; AID 588856, 2011; Potency, µM (series often up to 46.1 µM), inactives show at the top dose activity change, negative = cytotoxicity, actives largely listed as cytotoxic; 0.76% of 410,000 active; note: potency is the fitted concentration of half-maximal effect; some results filed as inactive show a strong effect at the top dose
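HepG2 CAGA-GFP cells (1000/well, DMEM with 1% FBS) received compound, then TGF-beta at 500 pg/mL final, and were incubated 18 hours at 37 degrees C. Viability was read by CellTiter-Glo luminescence. Media-only wells were set as complete cell-killing and DMSO as no toxicity.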
HT1080-NT tox – qHTS for induction of synthetic lethality in tumor cells producing 2HG: qHTS for the HT-1080-NT fibrosarcoma cell line. 1.6% of 360,000 active. HT-1080-NT fibrosarcoma viability, CellTiter-Glo ATP luminescence, 48 h. AID 686970, 2013. Potency, µM (top dose mostly 46.1 µM), for the others: at the highest dose activity, negative = less viability, most hits filed as cytotoxic;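 note: NT is the 2HG producing partner of a matched IDH1 knockdown line; potency is the fitted concentration of half-maximal effect; 0% = DMSO-treated cells and -100% = media-only wells without cells; nearly all actives have a fitted effect of over 55% in size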
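HT-1080-NT fibrosarcoma cells (2HG-overproducing), 750 cells/well in RPMI with 5% FBS, dosed after 2 h and incubated 48 h at 37C. CellTiter-Glo luminescence normalized to DMSO and no-cell wells; concentration-response curves fitted and classed.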
SW480 rereplic – A quantitative high throughput screen for small molecules that induce DNA re-replication in SW480 colon adenocarcinoma cells | SW480 DNA re-replication, Hoechst DNA content imaging, 48 h | Potency, µM (titrated, usually from 46.1 µM), inactives show at the highest dose re-replication activation, usual class: activators | 1.8% of 340,000 active; note: potency is the fitted concentration of half-maximal effect; % of control where 0% means no effect; nearly all actives have a fitted effect of over 55% in size
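250 cells/well; 23 nL cpd via pin tool; 48 hr, 37 C, 5% CO2; Hoechst 40 min; imager read of total nuclear intensity, ex 405/em 500-530 nm.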
IL1B secr inh – qHTS for Inhibitors of Inflammasome Signaling: IL-1-beta AlphaLISA Primary Screen; AID 743279, 2014; 4.7% of 360,000 active; THP-1 LPS/ATP IL-1B secretion, AlphaLISA, 16 h; active compounds read low; activity change, % at 57.5 µM; in the data active = activity change below about -50%; inconclusive = mostly about -30% to -49%; note: % is set by controls: 0 for no effect and ±100 for the full control effect
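Secreted IL-1B measured by AlphaLISA bead assay after 16 h compound exposure of THP-1 cells; compounds (final up to 57.5 uM) added 1 h before LPS (250 ng/mL) and ATP (1.25 mM) stimulation; lower signal means less secretion.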
ATXN viability – Viability Counterscreen for Primary qHTS for Inhibitors of ATXN expression; 0.49% of 400,000 active; S2 cells (HEK-293 line with an ATXN2-luciferase reporter) viability, CellTiter-Fluor protease fluorescence, 24 h; Potency, µM (highest dose often 56.7 µM), most hits filed as cytotoxic; note: potency is the fitted concentration of half-maximal effect; nearly all actives have a fitted effect of over 40% in size
KB-3-1 cytotox – qHTS assay for MDR1-selective chemotherapeutics: Primary screen using the parental adenocarcinoma cell KB-3-1. KB-3-1 viability, CellTiter-Glo ATP luminescence, 72 h. Potency, µM (highest dose often 46.1 µM), for the others: at the top dose activity change, negative = cytotoxic, most hits filed as cytotoxic. 1.4% of 400,000 active. AID 1347075, 2019; note: potency is the fitted concentration of half-maximal effect; % is set by controls: 0 for no effect and ±100 for the full control effect; nearly all actives have a fitted effect of over 60% in size
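Luminescent ATP read-out (CellTiter-Glo) measures survival of drug-naive KB-3-1 cells after 72 h compound exposure at 37 °C. Titration series was screened from lowest to highest concentration, with DMSO vehicle plates as background controls.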
ATXN2 expr inh – Primary qHTS for Inhibitors of ATXN expression; HEK-293 ATXN2-luciferase reporter, luminescence, 24 h; Potency, µM (top dose mostly 57 µM), without a hit: top-dose activity change, negative = inhibition, usual class: inhibitors; 0.72% of 360,000 active; AID 1745845, 2022; note: potency is the fitted concentration of half-maximal effect; % is set by controls: 0 for no effect and ±100 for the full control effect; nearly all actives have a fitted effect of over 55% in size
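ATXN2-luciferase reporter cells (luciferase flanked by upstream and downstream ATXN2 gene portions) were treated 24 h at 37 °C with compounds at up to 57 uM. SteadyGlo luminescence gave expression; GF-AFC fluorescence gave viability.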
MCF10A rereplic – A quantitative high throughput screen for small molecules that induce DNA re-replication in MCF 10a normal breast cells | MCF 10A DNA re-replication, Hoechst nuclear intensity, 48 h | Potency, µM (titrated, usually from 46.1 µM), for the others: at the highest dose activity, positive = re-replication, actives largely listed as activators | 2.9% of 350,000 active | AID 624296, 2012; note: potency is the fitted concentration of half-maximal effect; % of control where 0% means no effect; nearly all actives have a fitted effect of over 50% in size
* hit, by the source's call; i = inactive; u = inconclusive; x = not tested or not shown; [ ] = remark or other dose. Unless noted, calls come from the whole dose curve; as a rule, active = well fitted curve in the direction sought with a large enough effect; inconclusive = small, poorly fitted or top-dose-only effect, or another doubt; inactive = no such curve, though single readings can be large; an effect the other way counts as inactive or inconclusive.

SMILES	HT1080 IDH1KD tx	HepG2 viability	HT1080-NT tox	SW480 rereplic	IL1B secr inh	ATXN viability	KB-3-1 cytotox	ATXN2 expr inh	MCF10A rereplic
Cc1cccc(C)c1NC(=O)CN(C)C(=O)c1ccc(OCc2ccccc2)cc1	10%	-5%	11%	x	9	i	4%	x	x
CCOC(=O)c1cc2n(n1)C(C(F)(F)F)CC(C)N2 (configuration not stated)	15%	7%	9%	-6%	11	i	7%	7%	u
Cc1ccc(S(=O)(=O)N2CC(O)C[C@H]2C(=O)OCC(=O)c2ccccc2)cc1 (some centres not stated)	5%	2%	7%	-8%	-1	u	9%	3%	0%
CCOC(=O)N1CCC(NC(=O)c2cnn(-c3cccc(Cl)c3C)c2C2CCN(C(=O)OC(C)(C)C)CC2)CC1	x	-1%	x	x	x	i	0%	0%	x
CN=C1SC(CC(=O)Nc2sc(C)c(C)c2C(=O)OC)C(=O)N1C (configuration not stated)	-5%	-8%	8%	-3%	-21	i	-4%	-20%	u
O=C(CSC1CCCCC1)Nc1nccs1	-2%	7%	3%	1%	4	i	-7%	70%[activator]	-5%
CC1(C)CC(NC(=O)C2CCCCC2C(=O)O)CC(C)(C)N1 (configuration not stated)	7%	3%	9%	-6%	23	i	6%	-2%	-2%
O=C(COc1ccc(Cl)cc1Cl)NC(=O)N1CCCCC1	8%	5%	0%	-16%	0	i	2%	-26%	u
Cc1ccc(NC(=O)c2ccc(-c3cc(Cl)ccc3Cl)o2)c(C)c1	-6%	-45%	-12%	x	-17	i	0%	13%	x
CCOc1cccc(Nc2cc3n(c(=O)n2)CCc2cc(OC)c(OC)cc2-3)c1	-3%	-2%	7%	-16%	-28	x	0%	x	-2%
CC1=C(C(=O)Nc2ccccn2)C(c2cn(C)nc2C)C2=C(CCCC2=O)N1 (configuration not stated)	15%	-4%	16%	1%	0	x	-2%	x	-8%
CN(C)c1ncc(CN2CCC(CO)(CCCc3ccccc3)CC2)s1	1%	-2%	0%	18%	0	i	-8%	x	0%
CCCCc1nnc(NC(=O)C23CC4CC(CC(NC(C)=O)(C4)C2)C3)s1	2%	-2%	17%	-2%	12	i	-8%	1%	1%
CCOC(=O)c1c(C)c(C(=O)N2CCN(c3ccc(F)cc3)CC2)c(C)n1C	-10%	-28%	-8%	0%	6	i	-7%	-8%	u
CCOc1ccccc1C1C(C(=O)Nc2ccccc2OC)=C(C)Nc2nc(CCCO)nn21 (configuration not stated)	-8%	-3%	2%	-7%	-7	i	-2%	-2%	4%
COc1ccc(NC(=O)C2(C)Cc3c(-c4cccc(NC(C)=O)c4)ccnc3O2)cc1OC (configuration not stated)	15µM*	2%	u	x	-5	i	u	0%	x
N=c1c(S(=O)(=O)c2ccc(Cl)cc2)cc2c(=O)n3ccccc3nc2n1C1CCCC1	-2%	-1%	14%	u	-3	i	-8%	0%	30%
CC(OC(=O)c1ccc(NS(=O)(=O)c2cccs2)cc1)C(=O)N(C)C1CCCCC1 (configuration not stated)	-17%	14%	-7%	-2%	18	i	-1%	-7%[11.3 µM]	2%
CCC(C)C(NC(=O)OC(C)(C)C)C(=O)NC(Cc1ccccc1)C(=O)OC (configuration not stated)	15%	7%	6%	-2%	22	i	14%	-4%	-2%
CCCCSc1nnc(-c2ccc(OC)cc2)n1C	0%	-1%	4%	3%[9.22 µM]	0	i	20%	38%	-6%
COc1ccc(NC(=O)COC(=O)CN2C(=O)C3CCCCC3C2=O)cc1 (configuration not stated)	4%	1%	5%	x	21	i	-1%	x	x
Cc1ccc(-n2c(N)c(S(=O)(=O)c3ccccc3)c3nc4ccccc4nc32)cc1	16%	8%	20%	-20%	0	i	-12%	-17%	-13%
C=CCNc1nc(NCCO)nc(N2CCCC2)n1	6%	-5%	3%	-6%	8	i	15%	-8%	-2%
Cc1ccc(S(=O)(=O)C2(C(=O)Nc3ccc(Cl)c(C(F)(F)F)c3)CC2)cc1	x	-50%	x	x	x	u	2%	-18%	x
COC(=O)c1cc(-c2ccc(Cl)cc2)n[nH]1	9%	11%	14%	-13%	-1	i	-2%	x	-34%[inhibitor]

Continuation:
SMILES	HT1080 IDH1KD tx	HepG2 viability	HT1080-NT tox	SW480 rereplic	IL1B secr inh	ATXN viability	KB-3-1 cytotox	ATXN2 expr inh	MCF10A rereplic
CCN1C(=O)C(C(=O)Nc2ccc(OC)cc2)C2CC1(C)Oc1ccccc12 (configuration not stated)	0%	-23%	8%	-24%	-9	i	-17%	44%[activator]	u
Cc1ccc2onc(CC(=O)N3CCN(c4cc(Cl)ccc4C)CC3)c2c1	x	-17%	x	x	x	i	u	u	x
Cc1ccc(NCc2ccccc2OCc2ccccc2F)cc1	-3%	-34%	-8%	9%	u	i	3%	0%	u
Cc1nc(NS(=O)(=O)c2ccccc2)sc1C(=O)NNS(=O)(=O)c1ccccc1	-1%	4%	7%	-16%	13	i	2%	28%	2%
COc1ccc(NC(=O)COc2ccccc2)cc1Cl	14%	-9%	16%	u	-20	i	0%	6%	7%
Cc1ccc(Cn2c(C(=O)O)c(CNC3CCCCC3)c3ccc(C)cc32)cc1	x	2%	x	x	x	i	3%	12%	x
CC(=O)OCc1c(C(F)(F)F)nn(C)c1Oc1ccccc1	-13%	-7%	-4%	-7%	-15	i	-4%	-3%	4%
Cc1cc(NO)c(C(C)C)cc1N=O	-21%	-19%	-19%	20%	-85*	i	-26%	0%	u
CCCCn1c(N)c(N(CCOC)C(=O)c2ccc(C)o2)c(=O)[nH]c1=O	1%	8%	4%	3%	16	i	1%	5%	2%
O=C(Nc1ccc(Cl)cc1)c1ccc(-n2cncn2)c([N+](=O)[O-])c1	0%	-4%	22%	-13%	0	i	-15%	-14%	0%
O=C(Cn1cnc2c(nnn2-c2ccccc2)c1=O)N1CCC(Cc2ccccc2)CC1	4%	5%	0%	0%	-4	i	-11%	-15%	-3%
Cc1c(/C=N/Nc2nc3ccccc3[nH]2)c2ccccc2n1C	u	-32%	21µM*	u	-99*	u	u	-25%	16µM*
CCC1(c2ccccc2)NC(=O)N(CC(=O)Nc2ccc3c(c2)OCO3)C1=O (configuration not stated)	-24%	-13%	-14%	-1%	-4	i	0%	-6%	4%
CCN(CC)C(=O)CSc1nnc(-c2cc(-c3ccc(Cl)cc3)nc3ccccc23)o1	2%	1%	18%	1%	3	i	2%	-27%	9%
CCNC(=O)C1CCCN1S(=O)(=O)c1ccc2ccccc2c1 (configuration not stated)	0%	-3%	-4%	-9%	0	i	u	4%	-28%
Cn1c(=S)c2[nH]c(SCc3cccnc3)nc2n(C)c1=O	-1%	-5%	9%	-7%	43	i	1%	2%	-6%
CSCc1ccc(C(=O)OCc2nc3ccccc3s2)o1	-4%	2%	-5%	-3%	16	i	16%	79%[activator]	u
O=C1C(=Cc2ccc(F)cc2)CCc2ccccc21	-15%	x	-23%	x	-13	i	3%	36%	x
CCc1nc2ccc(C(=O)NCCc3ccccn3)cn2c1N(CCC(C)C)CCN(C)C	14%	-1%	-3%	x	-9	i	0%	3%	x
CN(C)S(=O)(=O)c1cc(NC(=O)COC(=O)c2nc(Cl)ccc2Cl)ccc1Cl	7%	-3%	-2%	-3%	31	i	10%	5%	-1%
O=C(C[N+]1(CC#Cc2ccccc2)CCOCC1)c1ccccc1	11%	-23%	-9%	21%	-19	i	-11%	x	3%
Cc1ccc(C)c(CN2C(=O)N(c3cc(Cl)ccc3C)S(=O)(=O)c3ccccc32)c1	x	3%	x	x	x	i	6%	1%	x
CS(=O)(=O)NN1C(=O)c2ccccc2NC12CCCC2	3%	3%	2%	u	-11	i	1%	21%	6%
O=C(COc1cccc2ccccc12)N1c2ccccc2CCc2ccccc21	u	-3%	-26%	u	u	i	u	-27%	8%
CCc1cccc(C)c1NC(=O)c1cc(CN2CCCC2)on1	x	-27%	x	x	x	i	-6%	0%	x

(cont.)
SMILES	HT1080 IDH1KD tx	HepG2 viability	HT1080-NT tox	SW480 rereplic	IL1B secr inh	ATXN viability	KB-3-1 cytotox	ATXN2 expr inh	MCF10A rereplic
COC[C@H]1CCCN1[C@H]1CS(=O)(=O)N[C@@H]1COCc1ccccc1	19%	4%	26%	x	-12	i	0%	10%	x
COc1ccc(N2C(=O)CSC2c2ccccc2)cc1 (configuration not stated)	0%	5%	3%	3%	36	i	0%	-9%	9%
Cc1cccn2c(=O)c3cc(C(=O)N4COCC4(C)C)sc3nc12	20%	0%	19%	0%	31	i	3%	x	-1%
Cc1[nH]n(-c2ccccc2)c(=O)c1C(c1ccc(O)c([N+](=O)[O-])c1)c1c(C)[nH]n(-c2ccccc2)c1=O	-1%	2%	2%	-4%	-1	i	-1%	-2%	20%
O=c1c2c3c(sc2nc2n1CCCC2)CCCC3	-1%	-8%	0%	-15%	7	i	u	72%[activator]	12%
COc1ccccc1NC(=O)NC1CC(=O)N(c2ccc3c(c2)OCCO3)C1 (configuration not stated)	-4%	-24%	-5%	-4%	-3	i	u	-7%	0%
CCCCC(CC)Cn1c(Oc2ccccc2)nc2c1c(=O)n(C)c(=O)n2C (configuration not stated)	x	-24%	x	x	x	i	-11%	2%	x
O=C(COc1ccc2ccc(=O)oc2c1)N1CCN(c2ccc(F)cc2)CC1	5%	-11%	-8%	-5%	-15	i	12%	-9%	0%
